# CSN deneddyl inh: blocks human CSN-mediated cullin deneddylation; Q92905; Purified CSN, SCF-Nedd8-OG deneddylation, fluorescence polarization; inhibition, % at 12.5 µM; 360,000 tested, 0.38% active;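 active = pattern-corrected inhibition above about 35%, with an unprinted fluorescence ratio check between 0.5 and 1.5, limit read from the data, passing the limit was not always enough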;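 also: 0% = enzyme with substrate and 100% = substrate without enzyme; some results filed as inactive read as strong as hits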
# Target sequence (Q92905 whole entry, looked up, one chain of several): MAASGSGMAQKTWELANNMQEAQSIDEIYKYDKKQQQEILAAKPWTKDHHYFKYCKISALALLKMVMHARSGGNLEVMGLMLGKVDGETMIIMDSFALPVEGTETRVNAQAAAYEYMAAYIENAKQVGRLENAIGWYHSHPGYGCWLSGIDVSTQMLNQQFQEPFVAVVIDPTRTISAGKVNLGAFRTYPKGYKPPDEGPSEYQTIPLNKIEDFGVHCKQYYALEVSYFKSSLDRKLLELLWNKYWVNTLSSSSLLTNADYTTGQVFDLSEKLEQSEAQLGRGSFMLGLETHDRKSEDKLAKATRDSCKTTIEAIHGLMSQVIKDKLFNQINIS
#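 assay system = purified human Csn5 enzyme expressed in HEK293T cells | amount = 0.24 nM enzyme | buffer or medium = Tris/NaCl/DTT buffer, pH 7.5 | reagent = 10 nM SCFSkp2-Nedd8OG | compound = one concentration, 12.5 µM, 0.25% DMSO | times = 90 min reaction at room temperature | signal = FP | read-out basis = % inhibition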
# MsrA inhibitor: bovine MsrA inhibition; purified bovine MsrA, absorbance read-out; inhibition, % at 15.5 µM; 360,000 tested, 0.75% active; in the data active = inhibition above about 4.5%;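 also: 0% = vehicle wells with enzyme and 100% = reference inhibitor wells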
# FAS TE block: FAS thioesterase (human) inhibition | P49327 | recombinant FAS-TE, OMFH fluorogenic substrate, fluorescence endpoint | inhibition, % at 15 µM | 360,000 tested, 0.67% active | AID 602261;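 active = compounds whose normalised, plate-corrected inhibition of enzyme fluorescence in the single-dose primary screen is 50% or more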;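 also: 0% = DMSO with enzyme and 100% = substrate without enzyme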
# Rpn11 block: blocks the human proteasome subunit Rpn11. human 26S proteasome, Ub4-pepOG fluorescence polarization; 20S core pre-blocked with epoxomicin. calls only at 20 µM. 360,000 tested, 0.59% active. AID 588493;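 active = inhibition at 20 µM, scaled to each plate's controls, above about 33%, limit read from the data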
# Target sequence (O00487 whole entry, looked up): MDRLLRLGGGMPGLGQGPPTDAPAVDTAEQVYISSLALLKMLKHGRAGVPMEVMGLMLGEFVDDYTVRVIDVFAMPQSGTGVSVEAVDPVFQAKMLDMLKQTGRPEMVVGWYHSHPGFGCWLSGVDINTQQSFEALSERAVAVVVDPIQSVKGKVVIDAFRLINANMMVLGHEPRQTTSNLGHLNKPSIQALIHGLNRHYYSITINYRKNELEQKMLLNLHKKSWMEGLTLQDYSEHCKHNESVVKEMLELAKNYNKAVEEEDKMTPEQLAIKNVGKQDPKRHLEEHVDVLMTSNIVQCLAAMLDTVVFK
# E coli Lon inh: E. coli protease La inhibition | purified E. coli Lon protease, fluorescence polarization | inhibition, % at 7.94 µM | 360,000 tested, 0.42% active | AID 602123; in the data active = inhibition above about 13%, passing the limit was not always enough;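 also: 0% = enzyme with probe and DMSO and 100% = no enzyme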
# bovine MsrA act: activators of bovine methionine sulfoxide reductase A; purified bovine MsrA, absorbance read-out; activation, % at 10.6 µM; 360,000 tested, 0.3% active; AID 602163; in the data active = activation above about 7.5%;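 also: 0% = vehicle and 100% = reference activator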
# Rin1-Abl PPI inh: blocks binding of human Rin1 to Abl; P00519+Q13671; TR-FRET Rin1/Abl binding, biochemical; inhibition, % at 7.35 µM; 360,000 tested, 0.4% active; in the data active = inhibition above about 5%, passing the limit was not always enough
# MT1-MMP act inh: MT1-MMP (human) activation inhibition. GFP/RFP ratio change, % at 20 µM. P50281. 360,000 tested, 0.061% active. AID 651647. HT1080 RFP-PRO-GFP cells, GFP/RFP ratio fluorescence, overnight; percent of plate control window, DMSO zero;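 active = GFP/RFP ratio change of at least 30% with cell ATP level not reduced by more than half and red fluorescence within 50% of control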; also: strong numbers were not always called active
#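 Material: RFP-PRO-GFP reporter HT1080 cells. Dosing: single-point 20 µM compound, 1% DMSO. Controls: DMSO and RFP-L50D-GFP cell wells. Timing: cells overnight before dosing, compound overnight, 37 °C, 5% CO2. Measure: GFP/RFP fluorescence ratio.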
# PABP1 MLLE inh: inhibitors of microRNA-mediated deadenylation, human PABP1 MLLE binding. P11940. inhibition, % at 20 µM. 360,000 tested, 0.36% active. GST-MLLE / FITC-PAM2 fluorescence polarization. AID 588489; in the data active = inhibition above about 35%, passing the limit was not always enough;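 also: plate controls were DMSO wells with GST-MLLE for no effect and wells lacking GST-MLLE protein for full effect; some results filed as inactive read as strong as hits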
# An asterisk follows results filed as active; i = inactive.
SMILES,CSN deneddyl inh,MsrA inhibitor,FAS TE block,Rpn11 block,E coli Lon inh,bovine MsrA act,Rin1-Abl PPI inh,MT1-MMP act inh,PABP1 MLLE inh
COc1ccccc1COC(=O)CN1C(=O)NC2(CCCCC2C)C1=O (stereo not given),0,0.5,-4,i,12,-3,0,1,6
NC(=O)C1CCN(CC(=O)Nc2ccccc2Sc2ccc(Cl)cc2)CC1,0,-0.3,4,i,-6,-3,-1,0,-4
COCC(=O)N(C)[C@H]1C[C@H]2c3cc(-c4ccccc4)ccc3CCN2C(=O)[C@H]1[C@H](C)O,-1,2.2,-8,i,-5,-1,0,3,19
Cc1cc2nc(C3CCN(C(=S)NCCCOC(C)C)CC3)[nH]c2cc1C,8,-0.1,-6,i,7,0,-1,4,-115
COc1ccc(C(=O)N/C(=C\c2cn(S(=O)(=O)N(C)C)c3ccccc23)C(=O)NCCCN2CCOCC2)cc1,-3,-0.2,57*,i,0,-2,-1,-2,1
CN(C)S(=O)(=O)c1ccc(C(=O)NCC(C)(C)N2CCOCC2)cc1,-3,0.5,-1,i,1,-3,1,0,-9
COc1ccc(N2C(=O)C(CC(=O)Nc3ccccc3)N(Cc3ccccn3)C2=S)cc1 (stereo not given),0,0.3,5,i,6,-3,-3,-4,22
CCC(C)c1ccc(NC(=S)NCc2cccnc2)cc1 (stereo not given),-2,0.1,2,i,-17,-2,-1,0,-47
O=C(NC1CCCCC1)c1ccc(S(=O)(=O)N2CCOCC2)cc1,1,0.3,-6,i,4,-2,4,2,2
O=C(Nc1ccc(Cl)cc1)Nc1cccc2nsnc12,-4,0.6,20,i,2,-4,1,2,-4
Cc1cc(Br)c(NC(=O)CN2C(=O)NC3(CCOc4ccccc43)C2=O)c(Br)c1 (stereo not given),3,-1.2,3,i,-19,-2,-3,-1,-2
Nc1n[nH]c(C(F)(F)F)c1-c1ccccc1,8,-0.4,-3,i,9,-2,-1,-1,-13

# Brought forward from above: three entries; new compounds follow.
SMILES,CSN deneddyl inh,MsrA inhibitor,FAS TE block,Rpn11 block,E coli Lon inh,bovine MsrA act,Rin1-Abl PPI inh,MT1-MMP act inh,PABP1 MLLE inh
O=C(Nc1ccc(Cl)cc1)Nc1cccc2nsnc12,-4,0.6,20,i,2,-4,1,2,-4
Cc1cc(Br)c(NC(=O)CN2C(=O)NC3(CCOc4ccccc43)C2=O)c(Br)c1 (stereo not given),3,-1.2,3,i,-19,-2,-3,-1,-2
Nc1n[nH]c(C(F)(F)F)c1-c1ccccc1,8,-0.4,-3,i,9,-2,-1,-1,-13
CCN1CCN(C(=O)c2ccc3c(c2)c(C)c(C)n3Cc2ccccc2)CC1,-4,-0.3,1,i,-15,-3,-1,1,-16
CCOc1ccc2[nH]c(=O)c(CN(CCN3CCCC3)C(=S)Nc3ccccc3OC)cc2c1,0,1.4,-8,i,0,-2,-3,-1,-15
Cc1ccc(S(=O)(=O)N2[C@@H](c3ccc(F)cc3)C(C(=O)O)=C[C@H]2CC2CCCC2)cc1,4,0.5,5,i,-5,-4,2,4,-10
O=C(c1cccc(C(F)(F)F)c1)N1CCc2c([nH]c3ccccc23)C1C(F)(F)F (stereo not given),3,-0.8,35,i,5,-11,1,-2,-13
COc1ccc(C(=O)Oc2ccc3c(C)cc(=O)oc3c2C(C)=O)cc1,-1,0.5,0,i,-11,2,-3,4,8
CC(=O)c1ccc(NC(=O)CS(=O)(=O)c2cn(CC(=O)N3CCOCC3)c3ccccc23)cc1,8,-0.9,-4,i,1,-3,4,1,14
CCCSc1ccc([C@@H]2[C@H]3C(=O)N(CC)C(=O)[C@H]3[C@]3(C(=O)OC)CCCCN23)cc1OC,3,0.1,5,i,1,-7,-1,-5,-18
Cc1cc(C(=O)COC(=O)CC2Sc3ccccc3NC2=O)c(C)n1-c1ccccc1 (stereo not given),11,2.5,34,i,-6,-7,0,1,11
Cc1cc(NC(=O)C2CC2)ccc1NC(=O)c1cccs1,1,-0.6,2,i,0,-5,3,-2,-8
CCN(CC)CC(O)COc1ccc2c(c1)c(C(C)=O)c(C)n2-c1ccccc1 (stereo not given),0,-0.6,-2,i,-3,-3,2,-2,5
O=S(=O)(Nc1ccc(S(=O)(=O)N2CCOCC2)cc1)c1ccc(Br)cc1,1,1.6,0,i,6,-1,3,2,4
CCN(CC)S(=O)(=O)c1cc(NC(=O)C(C)N2CCc3ccccc32)ccc1C (stereo not given),-1,0.3,18,i,-12,-3,1,-4,-11
C=CCOC(=O)C1=C(C)OC(N)=C(C#N)C1c1ccc(F)cc1 (stereo not given),3,-0.7,-3,i,-8,-8,2,1,12
C=CCn1c(N)cc(=O)nc1SCC(=O)Nc1ccc2ccccc2c1,-6,-0.1,-9,i,6,-5,1,-4,0
CCOc1cc(N2CCOCC2)c(OCC)cc1NC(=O)c1cccc(S(=O)(=O)N2CC(C)OC(C)C2)c1 (stereo not given),-3,0.8,6,i,2,1,-2,-1,11
CCOc1ccc(-c2nnn(CC(=O)N3CCN(c4ccc(F)cc4)CC3)n2)cc1OCC,-1,-0.4,3,i,1,-9,0,-2,20
COc1ccc(N2CCN(C(=O)COC(=O)CCS(=O)(=O)c3ccc(C)cc3)CC2)cc1,-1,1.3,-5,i,11,-2,1,0,0
CCOC(=O)c1ccccc1NC(=O)Nc1ccc(OC)c(OC)c1,5,1.1,-7,i,-3,-11,-1,1,-4
Cn1cccc1CC(=O)N/N=C/c1cccc2ccccc12,1,2.3,-6,i,3,-9,-2,-2,-4
Cc1ccc(C(C)C)cc1S(=O)(=O)Nc1ccncc1,-6,0.7,-16,i,-5,-5,1,4,2
COc1ncnc2c1ncn2CCCN(C)Cc1ccco1,-3,0.7,-7,i,1,-6,3,3,8
O=C(CCc1ccccc1)NCc1ccncc1,-3,3.1,-6,i,10,-3,-3,0,-5
O=C(Nc1ccc(F)c(F)c1)NC1CCCCC1,2,-1.0,4,i,7,0,-1,-1,16
O=C(CNc1cc(S(=O)(=O)N2CCOCC2)ccc1NCC1CCCO1)Nc1ccccc1F (stereo not given),2,-1.3,0,i,-9,-7,1,0,10

# Shown tab-delimited: 4 of the compounds above
SMILES	CSN deneddyl inh	MsrA inhibitor	FAS TE block	Rpn11 block	E coli Lon inh	bovine MsrA act	Rin1-Abl PPI inh	MT1-MMP act inh	PABP1 MLLE inh
CCOc1ccc(-c2nnn(CC(=O)N3CCN(c4ccc(F)cc4)CC3)n2)cc1OCC	-1	-0.4	3	i	1	-9	0	-2	20
O=C(CCc1ccccc1)NCc1ccncc1	-3	3.1	-6	i	10	-3	-3	0	-5
Cn1cccc1CC(=O)N/N=C/c1cccc2ccccc12	1	2.3	-6	i	3	-9	-2	-2	-4
C=CCOC(=O)C1=C(C)OC(N)=C(C#N)C1c1ccc(F)cc1 (stereo not given)	3	-0.7	-3	i	-8	-8	2	1	12

# (list continues)
SMILES,CSN deneddyl inh,MsrA inhibitor,FAS TE block,Rpn11 block,E coli Lon inh,bovine MsrA act,Rin1-Abl PPI inh,MT1-MMP act inh,PABP1 MLLE inh
Cc1ccccc1NC(=S)NCCC(c1ccccc1)c1ccccc1,3,0.8,20,i,-1,-5,2,1,-50
COc1ccc(CCN(Cc2cccs2)S(=O)(=O)c2ccc(S(=O)(=O)N3CCCCCC3)cc2)cc1OC,-16,-0.5,14,i,3,-1,-1,0,-14
COc1ccc(OC)c(-c2nnc(-c3ccc(C)o3)o2)c1,7,3.6,-5,i,-11,-3,0,-13,1
CN(C)CCNc1ccc(CO)c2sc3ccc(O)cc3c(=O)c12,5,0.0,-4,i,-8,-6,-20,1,-42
Cc1ccc(SCC(=O)Nc2ccc3c(c2)OCCO3)cc1,24,-0.2,-5,i,-3,0,-1,8,1
C/C(=N\NC(=S)NCCc1ccccc1)c1ccc(C)cc1,2,0.1,20,i,2,0,1,-2,16
CN(C(=O)c1cc(S(=O)(=O)N2CCCCC2)c[nH]1)C1CCCCC1,-2,0.9,0,i,0,-2,2,4,17
COc1ccc(CNC(=O)CN(Cc2ccco2)C(=O)CNS(=O)(=O)c2ccc(F)cc2)cc1,1,0.4,2,i,2,-2,2,2,-2
CC(CCc1ccccc1)NC(=O)C1CCCN(c2nnc(-n3cccc3)s2)C1 (stereo not given),1,0.4,8,i,-10,-1,-4,0,-16
Cc1noc(C)c1C1(O)CCCCCCCCCCC1,-5,-1.1,9,i,-12,-10,-1,-3,-8
Cc1cccc(CCNS(=O)(=O)c2ccc(S(=O)(=O)NC3CCCC3)cc2)c1,-3,0.7,16,i,-1,-3,0,6,-3
CCN1CCN(C(=O)c2ccc(CS(=O)(=O)Cc3ccccc3Cl)o2)CC1,1,-0.2,-4,i,12,-3,-1,3,0

# Random excerpt: 6 records from the list.
SMILES,CSN deneddyl inh,MsrA inhibitor,FAS TE block,Rpn11 block,E coli Lon inh,bovine MsrA act,Rin1-Abl PPI inh,MT1-MMP act inh,PABP1 MLLE inh
CN(C)CCNc1ccc(CO)c2sc3ccc(O)cc3c(=O)c12,5,0.0,-4,i,-8,-6,-20,1,-42
Cc1ccccc1NC(=S)NCCC(c1ccccc1)c1ccccc1,3,0.8,20,i,-1,-5,2,1,-50
C/C(=N\NC(=S)NCCc1ccccc1)c1ccc(C)cc1,2,0.1,20,i,2,0,1,-2,16
Cc1cccc(CCNS(=O)(=O)c2ccc(S(=O)(=O)NC3CCCC3)cc2)c1,-3,0.7,16,i,-1,-3,0,6,-3
Cc1ccc(SCC(=O)Nc2ccc3c(c2)OCCO3)cc1,24,-0.2,-5,i,-3,0,-1,8,1
CN(C(=O)c1cc(S(=O)(=O)N2CCCCC2)c[nH]1)C1CCCCC1,-2,0.9,0,i,0,-2,2,4,17

# (list continues)
SMILES,CSN deneddyl inh,MsrA inhibitor,FAS TE block,Rpn11 block,E coli Lon inh,bovine MsrA act,Rin1-Abl PPI inh,MT1-MMP act inh,PABP1 MLLE inh
Cc1ccccc1-c1nc(C#N)c(NCc2ccco2)o1,3,2.1,-1,i,-2,-4,-6,0,0
S=C(c1ccc(-c2ccc(Cl)cc2Cl)o1)N1CCCC1,4,-1.4,21,i,4,-9,-4,3,31
Cc1ccc(CN2CCC[C@]3(N[C@H](c4ccc(C)cc4)[C@@H]4C(=O)N(Cc5ccccc5)C(=O)[C@@H]43)C2=O)cc1,-1,0.5,22,i,6,1,-3,3,12
CN(N=Nc1cccc([N+](=O)[O-])c1)c1ccccc1,-5,3.7,29,i,2,-4,-3,1,18
CC(=O)N1[C@H](Cc2ccccc2)C=C[C@]1(C)C(=O)NCCc1c[nH]c2ccccc12,2,1.1,-2,i,8,-7,2,-3,-4
Cc1cc(NC(=O)CN(C)S(=O)(=O)c2cccc(Cl)c2)no1,-10,-1.3,-2,i,0,6,0,0,14
CCOc1ccc(C2Nc3ccc4ccccc4c3-c3c2c(=O)oc2ccccc32)cc1 (stereo not given),2,-1.6,5,i,-3,-2,2,-8,3
